Source: PubChem (National Center for Advancing Translational Sciences (NCATS))
Vif-A3F inh – Vif-A3F binding inhibition | HeLa A3F-eYFP + Vif (tagged APOBEC3F with the HIV-1 protein that degrades it), YFP fluorescence increase | Potency, µM (highest dose often 46.1 µM), for the others: at the top dose activity, negative = active | 390,000 tested, 0.2% active; also: % of control where 0% means no effect; nearly all actives have a fitted effect of over 65% in size
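Fluorescence increase (Ex 488/Em 500-530) after overnight compound treatment at 37 deg C flags inhibition of Vif-driven A3F-eYFP loss in stable HeLa A3F-eYFP/Vif cells seeded overnight beforehand.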
IDH1 R132H inh – human IDH1 R132H inhibition; O75874; 390,000 tested, 0.093% active; AID 602179; Potency, µM (doses to about 76.6 µM), without a hit: top-dose activity change, negative = inhibition, most hits filed as inhibitors; IDH1-R132H enzyme, NADPH consumption, diaphorase/resazurin fluorescence; also: % is scaled to controls: 0 for no effect and ±100 for the full control effect; nearly all actives have a fitted effect of over 65% in size
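IDH1-R132H (0.5 ug/mL dispensed) in pH 7.5 Tris buffer was preincubated 30 min with compound, then given a substrate mix of 0.016 mM NADPH and 2 mM alpha-KG for 80 min at room temperature; remaining NADPH was read by diaphorase/resazurin fluorescence.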
12-LOX inh – inhibitors of human 12S-lipoxygenase ALOX12. purified 12hLO, xylenol orange hydroperoxide absorbance. Potency, µM (doses to about 108 µM), for the others: at the highest dose activity change, negative = inhibition, hits mostly inhibitors. 580,000 tested, 1.1% active. P18054; also: % is scaled to controls: 0 for no effect and ±100 for the full control effect
Target sequence (P18054 whole entry, looked up): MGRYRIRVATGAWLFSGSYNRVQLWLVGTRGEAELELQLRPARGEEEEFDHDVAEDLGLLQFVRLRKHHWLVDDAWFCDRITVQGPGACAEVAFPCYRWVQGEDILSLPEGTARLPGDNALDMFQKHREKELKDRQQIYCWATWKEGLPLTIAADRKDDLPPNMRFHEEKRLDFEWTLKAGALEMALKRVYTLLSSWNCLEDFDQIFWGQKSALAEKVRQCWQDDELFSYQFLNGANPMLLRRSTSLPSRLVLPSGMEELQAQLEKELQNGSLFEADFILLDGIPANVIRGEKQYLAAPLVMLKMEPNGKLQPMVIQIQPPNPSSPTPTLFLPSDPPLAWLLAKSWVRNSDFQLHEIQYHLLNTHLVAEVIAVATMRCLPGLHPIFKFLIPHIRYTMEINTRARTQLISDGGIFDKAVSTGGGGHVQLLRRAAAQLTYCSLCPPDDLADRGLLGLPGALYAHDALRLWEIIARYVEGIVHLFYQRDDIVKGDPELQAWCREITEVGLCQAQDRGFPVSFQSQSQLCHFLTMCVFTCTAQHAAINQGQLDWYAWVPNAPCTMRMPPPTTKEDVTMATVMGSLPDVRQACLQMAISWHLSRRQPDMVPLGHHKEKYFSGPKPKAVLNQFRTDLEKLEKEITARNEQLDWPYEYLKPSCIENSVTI
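Purified human 12hLO at 150 nM in 25 mM Hepes, 0.01% Triton X-100, pH 7.0, preincubated 15 min at room temperature with compound. Reaction started with 40 uM arachidonic acid, 30 min at room temperature. Hydroperoxide measured by Fe-xylenol orange, 573/405 nm absorbance ratio.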
Vif-A3G inh – blocks the Vif interaction with human APOBEC3G; Q9HC16; HeLa A3G-eYFP + Vif (tagged APOBEC3G with the HIV-1 protein that degrades it), YFP fluorescence, overnight; Potency, µM (titrated, usually from 46.1 µM), for the others: at the highest dose activity, negative = active, actives largely listed as inhibitors; 410,000 tested, 0.076% active;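 also: % is scaled to controls: 0 for no effect and ±100 for the full control effect; nearly all actives have a fitted effect of over 60% in size; hits raise eYFP signal because A3G escapes Vif-driven loss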
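HeLa cells stably expressing Vif and C-terminally eYFP-tagged A3G, seeded overnight at 37 deg C, then exposed to compound by pintool overnight at 37 deg C. Rise in yellow fluorescence (Ex 488/Em 500-530, Acumen) marks blocked Vif-driven A3G degradation.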
RXFP1 agonist – activates the human relaxin receptor RXFP1; Q9HBX9; HEK293T-RXFP1 cAMP TR-FRET, 30 min; response scale: percent of porcine relaxin response, buffer zero; Potency, µM (doses to about 57.5 µM), for the others: at the highest dose activation, hits mostly activators; 370,000 tested, 0.3% active; AID 2676; also: % is scaled to controls: 0 for no effect and ±100 for the full control effect; nearly all actives have a fitted effect of over 60% in size; many of its hits are not listed in these tables
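Agonist response is measured as cAMP accumulation in an RXFP1-transfected HEK293T line under PDE4 inhibition. Values are scaled between buffer-only and 29 nM porcine relaxin, and EC50s come from standard Hill equation fits.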
rTrxR1 inhibitor – inhibitors of rat thioredoxin reductase 1. O89049. recombinant rTrxR1, NADPH fluorescence consumption, selenite substrate. Potency, µM (top dose mostly 114 µM), for the others: at the top dose activity change, negative = inhibition, actives largely listed as inhibitors. 390,000 tested, 1% active. AID 588453; also: % is scaled to controls: 0 for no effect and ±100 for the full control effect; nearly all actives have a fitted effect of over 65% in size
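Rat TrxR1 (90 nM in the dispensed reagent) was pre-reduced with 400 uM NADPH for 5 min at room temperature, then incubated with compound for 15 min. After 400 uM selenite was added, NADPH fluorescence (Ex 340/Em 450 nm) was followed for 8 min.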
TrxR1 substrate – is turned over as a substrate by rat TrxR1 | O89049 | Potency, µM (top dose mostly 114 µM), for the others: at the highest dose activity change, negative = substrate turnover | 390,000 tested, 0.01% active | purified TrxR1 substrate turnover, NADPH consumption readout; also: % is scaled to controls: 0 for no effect and ±100 for the full control effect; nearly all actives have a fitted effect of over 50% in size
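Rat TrxR1, dispensed at 90 nM, was prereduced with 400 uM NADPH (final) for 5 min at ~22 deg C, then incubated with compound 15 min before 400 uM selenite. A first-read NADPH fluorescence drop versus no-compound background flagged substrates.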
USP1 inh – USP1/UAF1 (human) deubiquitinase inhibition | recombinant USP1/UAF1, Ub-Rhodamine cleavage fluorescence | Potency, µM (top dose mostly 57.1 µM), without a hit: at the top dose activity change, negative = inhibition, usual class: inhibitors | 390,000 tested, 0.23% active | AID 743255; also: % is scaled to controls: 0 for no effect and ±100 for the full control effect; nearly all actives have a fitted effect of over 60% in size; inactives centre near -12
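USP1/UAF1 complex at 1 nM was preincubated with compound for 15 min at room temperature, then Ub-Rho substrate (150nM final) was added. Fluorescence (480/540 nm) was read kinetically, 6 reads every 60 seconds.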
RGS4 inh – inhibitors of human regulator of G protein signaling 4 | Potency, µM (doses to about 114 µM), for the others: at the highest dose activity change, negative = inhibition, actives largely listed as inhibitors | AID 504845 | 390,000 tested, 0.039% active | Transcreener GDP fluorescence polarization, RGS4-accelerated GTP hydrolysis; also: % is scaled to controls: 0 for no effect and ±100 for the full control effect; nearly all actives have a fitted effect of over 75% in size; some results filed as inactive show a strong effect at the top dose
Target sequence (P49798 whole entry, looked up): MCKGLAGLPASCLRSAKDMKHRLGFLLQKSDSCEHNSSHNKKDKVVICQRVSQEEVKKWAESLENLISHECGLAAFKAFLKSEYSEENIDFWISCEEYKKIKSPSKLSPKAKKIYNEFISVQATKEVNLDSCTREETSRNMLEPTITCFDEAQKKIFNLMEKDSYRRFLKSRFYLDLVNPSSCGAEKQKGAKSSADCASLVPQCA
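MLSMR compounds (23 nl, pin-transferred) preincubated 10 min at room temperature with a 500nM (2x) first reagent, then RGS4 at 900nM (2x) plus Transcreener GDP mix added; fluorescence polarization (620/688 nm) read before and after 90 min at 30 °C.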
Active calls of the source: *; ? = inconclusive; nt = not tested or not shown; & = joins results of further samples; [ ] = remark or other dose. Calls follow the shape of the dose curve; as a rule, active = well fitted curve in the direction sought with a large enough effect; inconclusive = small, poorly fitted or top-dose-only effect, or another doubt; inactive = no such curve, though single readings can be large; an effect the other way counts as inactive or inconclusive. Potency is read from the fitted curve at half-maximal effect. An excerpt. The share of hits here may be higher or lower than overall.

| item | compound | Vif-A3F inh | IDH1 R132H inh | 12-LOX inh | Vif-A3G inh | RXFP1 agonist | rTrxR1 inhibitor | TrxR1 substrate | USP1 inh | RGS4 inh |
| --- | --- | --- | --- | --- | --- | --- | --- | --- | --- | --- |
| 1 | COc1ccc(S(=O)(=O)Nc2cccc(-c3ccc(N4CCCCCC4)nn3)c2)cc1F | 1% | -9% | -28% | -6% | 3.1% | 22%[57.1 µM] | -1%[57.1 µM] | -13% | -13% |
| 2 | Cc1cc2nc(C)n(CCCNC(=O)Nc3ccccc3)c2cc1C | -2% | -3% | -6% | -6% | 0.3% | -3% | -7% | -9% | 11% |
| 3 | CCc1ccc(OCC(=O)N/N=C(\C)c2ccc(OC(F)F)cc2)cc1 | -19% | -5% | 3% | 1% | 3.2% | 10%[57.1 µM] | 5%[57.1 µM] | ? | 7% |
| 4 | O=C(C[n+]1ccc(/C=N/O)cc1)N(Cc1ccccc1)Cc1ccccc1 | 3% | -3% | 0% | 4% | 1.8% | 1%[57.1 µM] | 2%[57.1 µM] | 3% | 2% |
| 5 | COc1ccccc1-c1c(C)c(C)nc(N)c1C#N | 8% | 10% | 28% | -7% | 1.4% | 3%[57.1 µM] | 14%[57.1 µM] | -16% | 18% |
| 6 | O=C(Cn1cc2c(n1)CCCCC2)NC1CCN(Cc2ccccc2)CC1 | -5% | -9% | 316%[activator] | 3% | -0.1% | -2% | -4% | -21% | 10% |
| 7 | COc1ccc(NC(=O)c2cc(-c3cccc(OC)c3)on2)cc1 | -1% | -9% | -7% | 1% | 1.2% | -6% | -4% | -8% | 19% |
| 8 | c1ccc(CNc2ncnc3ccccc23)cc1 | 1%&4% | 6%&3% | -11%&1% | 4%&-3% | -1.0%&0.6% | -12%&-9% | -5%&-9% | -19%&-23% | -5%&11% |
| 9 | Cc1ccc(-c2cc(C(=O)NCc3cnn(C)c3C)c3ccccc3n2)cc1C | 0% | -5% | 0% | 0% | 2.3% | 33% | 23% | -14% | 2% |
| 10 | Cc1ccc2c(Cl)cc(Cl)c(OCC(=O)OCC(=O)Nc3ccc(C#N)cc3)c2n1 | 5% | 3% | 10% | -3% | -0.2% | 3%[57.1 µM] | 6% | -17% | -6% |
| 11 | Cc1nn(C)c(C)c1S(=O)(=O)N(CC(=O)NCCc1ccc(Cl)cc1)c1ccc(C(C)C)cc1 | -5% | 10% | -5% | -6% | 2.4% | -1% | -5% | -2% | 18% |
| 12 | O=C(CCc1nc(-c2ccccc2F)no1)NCCN1CCN(Cc2ccccc2)CC1 | 1% | 1% | ? | 0% | 0.3% | -13% | 4%[57.1 µM] | -1% | 13% |
| 13 | Cc1nn(Cc2ccccc2)c(C)c1C(=O)N1CCN(CC(=O)Nc2ccc(F)cc2)CC1 | 0% | 2% | ? | -4% | 1.1% | 10% | 2% | -15% | -9% |
| 14 | Cc1ccccc1C(=O)NCCCn1ccnc1 | 0% | -11% | -9% | 1% | 1.8% | 24% | 5% | -19% | -2% |
| 15 | CCc1cc2c(N[C@@H](Cc3c[nH]c4ccccc34)C(=O)O)ncnc2s1 | -38% | 2% | 2% | -3% | -0.3% | -4% | -3% | -10% | -2% |
| 16 | O=C(CN1CCC(Cc2ccccc2)CC1)NCCc1ccc(F)cc1 | -2% | 4% | 271%[activator] | 2% | 1.5% | 15%[57.1 µM] | 0%[57.1 µM] | -17% | 4% |
| 17 | CCN(C[C@H]1N[C@@](Cc2ccccc2)(C(=O)OC)[C@H]2C(=O)N(Cc3ccccc3)C(=O)[C@@H]12)S(=O)(=O)c1ccc(-c2ccccc2)cc1 | 4% | -6% | 12% | -1% | nt | 12% | 2% | -22% | -28% |
| 18 | O=C(NCCCCCCNC(=O)c1ccccc1O)c1ccccc1O | ? | 0% | -17% | 3% | 7.2% | 9%[57.1 µM] | 40% | -14% | -10% |
| 19 | COc1cc(C(=O)OCC(=O)N2CCCC2=O)cc(OC)c1C | -7% | -7% | 0% | 0% | nt | -13% | -7% | 0% | 32% |
| 20 | COc1ccc(-n2nc3c(N4CCC(C(=O)NCc5ccco5)CC4)nnc(C)c3c2C)cc1 | 0% | 1% | nt | -8% | 18% | 6% | -2% | -25% | -4% |

Reprinted from the part before: 4 compounds, followed by the next part.
| item | compound | Vif-A3F inh | IDH1 R132H inh | 12-LOX inh | Vif-A3G inh | RXFP1 agonist | rTrxR1 inhibitor | TrxR1 substrate | USP1 inh | RGS4 inh |
| --- | --- | --- | --- | --- | --- | --- | --- | --- | --- | --- |
| 17 | CCN(C[C@H]1N[C@@](Cc2ccccc2)(C(=O)OC)[C@H]2C(=O)N(Cc3ccccc3)C(=O)[C@@H]12)S(=O)(=O)c1ccc(-c2ccccc2)cc1 | 4% | -6% | 12% | -1% | nt | 12% | 2% | -22% | -28% |
| 18 | O=C(NCCCCCCNC(=O)c1ccccc1O)c1ccccc1O | ? | 0% | -17% | 3% | 7.2% | 9%[57.1 µM] | 40% | -14% | -10% |
| 19 | COc1cc(C(=O)OCC(=O)N2CCCC2=O)cc(OC)c1C | -7% | -7% | 0% | 0% | nt | -13% | -7% | 0% | 32% |
| 20 | COc1ccc(-n2nc3c(N4CCC(C(=O)NCc5ccco5)CC4)nnc(C)c3c2C)cc1 | 0% | 1% | nt | -8% | 18% | 6% | -2% | -25% | -4% |
| 21 | COc1ccc(C2=CC(=O)C[C@H](CN3C(=O)c4ccccc4C3=O)N(C(=O)OC(C)(C)C)O2)cc1 | 0% | 1%[38.3 µM] | 4% | 0% | nt | -11% | 0% | -17% | 4% |
| 22 | COc1cccc(CNC(=O)Cn2ncc3c(=O)oc4ccccc4c32)c1 | -7%&-3% | -1%&18% | 25%&-9% | -1%&4% | 4.9%&22% | 19%&19% | 5%&5% | -19%&-5% | -12%&-7% |
| 23 | CCN1CCCC1CN(Cc1cc2ccc(C)cc2[nH]c1=O)C(=S)Nc1ccc(OC)cc1 (stereo not given) | -7% | 3% | -19% | -9% | 0.9% | -21% | -4% | -11% | -11% |
| 24 | CCCN=C1NC(=O)C(CC(=O)NCCc2ccccc2)S1 (stereo not given) | -1% | 7% | -11% | 0% | -0.5% | 15%[57.1 µM] | 4%[57.1 µM] | -4% | 23% |
| 25 | O=C(Cc1cccs1)N/N=C/C=C/c1ccco1 | -11% | 5% | ? | -6% | -0.6% | 45µM* | -14% | 0% | -21% |
| 26 | Cc1cc(C)c(NC(=O)c2cc(S(=O)(=O)N3CCOCC3)ccc2F)c(C)c1 | 4% | -8% | 6% | 1% | -1.5% | 28%[57.1 µM] | 5%[57.1 µM] | -20% | -55%[56.9 µM] |
| 27 | Cc1ccc2cc(NC(=O)c3ccc(C(C)(C)C)cc3)ccc2n1 | 3% | 1% | 1% | -1% | -0.3% | 16% | -5% | -25% | 1% |
| 28 | CCCN1CCC(=O)N(CCN=[N+]=[N-])CC1 | -9% | -2% | 3% | 2%&-1% | 1.0% | 8% | -1%&1% | 8% | 9% |
| 29 | O=C(O)CSc1nnc(-c2ccc3c(c2)OCO3)o1 | -2% | -1% | 2% | -1% | 9.0% | -6%[57.1 µM] | 1%[57.1 µM] | -15% | 0% |
| 30 | CSc1ccc(S(=O)(=O)NCc2ccc(Cl)cc2)cc1 | -5% | 8% | -2% | 1% | 2.6% | 20% | 0% | -12% | -23% |
| 31 | CC(Sc1n[nH]c(=O)n1Cc1ccccc1)C(=O)NCC1CCCO1 (stereo not given) | -12% | -2% | -25% | 1% | 0.1% | 36%[57.1 µM] | -6% | 0% | -14% |
| 32 | COc1cccc(C2CC(c3ccccc3)=NN2S(=O)(=O)c2ccc(C)cc2)c1OC (stereo not given) | 25µM* | -15% | -9% | ? | 2.2% | -2%[57.1 µM] | -3%[57.1 µM] | ? | -8% |
| 33 | Cc1ccc(F)cc1NC(=O)N1CCCN(c2ccc(C(F)(F)F)cn2)CC1 | 5% | 10% | -25% | 1% | -5.1% | 26% | 9% | -7% | 2% |
| 34 | COc1ccc2c(c1)-c1c(sn(-c3ccccc3)c1=S)C(C)(C)N2 | -4% | -5% | -21% | 1% | 1.0% | -10% | -2% | -22% | -38% |
| 35 | Cc1ccc2c(Cl)c(C)c(N3CCCC3)nc2n1 | 22µM* | 4% | -18% | 2% | 4.1% | -26% | -15% | -21% | 2% |
| 36 | Cc1cc(=O)[nH]c(NN=C(CC(C)C)CC(C)C)n1 | -16% | 3% | 3% | -1% | -0.1% | 4% | 5% | -23% | -6% |

One compound at a time, from the list above.
CC(Sc1n[nH]c(=O)n1Cc1ccccc1)C(=O)NCC1CCCO1 (stereo not given) in the list: Vif-A3F inh = -12%; IDH1 R132H inh = -2%; 12-LOX inh = -25%; Vif-A3G inh = 1%; RXFP1 agonist = 0.1%; rTrxR1 inhibitor = 36%[57.1 µM]; TrxR1 substrate = -6%; USP1 inh = 0%; RGS4 inh = -14%
CCCN1CCC(=O)N(CCN=[N+]=[N-])CC1 in the list: Vif-A3F inh = -9%; IDH1 R132H inh = -2%; 12-LOX inh = 3%; Vif-A3G inh = 2%&-1%; RXFP1 agonist = 1.0%; rTrxR1 inhibitor = 8%; TrxR1 substrate = -1%&1%; USP1 inh = 8%; RGS4 inh = 9%
